DAX1 inh-1: DAX1 (NR0B1) inhibitors, primary screen, cell-based, HEK293, Gal4-DAX1, luciferase luminescence | actives 0.99% (n = 340,000) | AID 504766, 2011 | HEK293 Gal4-DAX1 luciferase reporter | inhibition, % at 6.75 µM | Nuclear receptor subfamily 0 group B member 1 (Homo sapiens), P51843;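 active = inhibition above the mean over all tested compounds plus 3 SD, cut at about 4.2% in these data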;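 also: 0% = DAX1-transfected cells with DMSO and 100% = empty-vector control cells with DMSO; inhibition shows as a rise in luminescence from relieved DAX1 repression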
Target sequence (P51843 207-470 limits assumed): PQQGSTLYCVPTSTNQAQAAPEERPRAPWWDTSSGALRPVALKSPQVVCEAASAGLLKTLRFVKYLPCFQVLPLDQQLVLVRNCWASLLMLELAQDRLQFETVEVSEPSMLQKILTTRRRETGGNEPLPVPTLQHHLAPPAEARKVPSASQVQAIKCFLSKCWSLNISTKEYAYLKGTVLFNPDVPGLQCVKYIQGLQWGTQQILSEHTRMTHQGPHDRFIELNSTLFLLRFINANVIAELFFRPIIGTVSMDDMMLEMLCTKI
SMARCA2 act: SMARCA2 (BRM) function activators, primary screen, cell-based, luminescence, high throughput; activation, % at 9.1 µM; AID 652017, 2013; MG213 cells, MMTV-luciferase reporter, dexamethasone, overnight; actives 1% (n = 370,000); in the data active = activation above about 7.8%;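 also: 0% = vehicle wells and 100% = reference activator wells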
GC-B act: human GC-B receptor activators, primary screen, HEK293 GC-B cells, cGMP TR-FRET, EC30 CNP. Atrial natriuretic peptide receptor 2 (Homo sapiens), P20594. 0% at EC30 CNP, 100% saturating CNP. activation, % at 10 µM. actives 0.11% (n = 370,000). AID 1920062, 2024;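 active = activation at 10 µM reaching about 35% in either raw or pattern-adjusted values, limit read from the data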
DAX1 inh-2: DAX1 (NR0B1) inhibitors on StAR promoter, primary screen, cell-based, luminescence, SF-1 (NR5A1), full-length DAX-1. inhibition, % at 6.8 µM. AID 652010, 2013. HEK293T StAR-luciferase reporter, SF-1/DAX-1 repression relief. actives 1.1% (n = 370,000);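 active = inhibition above the mean over all tested compounds plus 3 SD, cut at about 3.6% in these data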;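 also: 0% = DAX-1 cells with DMSO and 100% = cells lacking DAX-1 with DMSO; higher inhibition means more luminescence from relief of DAX-1 repression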
ADAM10 inh: human ADAM10 inhibitors, primary screen, biochemical, QFRET, HTS. Disintegrin and metalloproteinase domain-containing protein 10 (Homo sapiens), O14672. recombinant ADAM10, EDANS/DABCYL FRET peptide cleavage, 3 h. inhibition, % at 7 µM. actives 0.62% (n = 370,000). AID 720582, 2013;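 active = inhibition above a per-campaign cutoff equal to the mean of compounds falling between control-based bounds plus 3 SD, cut at about 20% in these data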;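 also: 0% = DMSO wells while the 100% control is not disclosed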
Target sequence (O14672 214-748 limits assumed): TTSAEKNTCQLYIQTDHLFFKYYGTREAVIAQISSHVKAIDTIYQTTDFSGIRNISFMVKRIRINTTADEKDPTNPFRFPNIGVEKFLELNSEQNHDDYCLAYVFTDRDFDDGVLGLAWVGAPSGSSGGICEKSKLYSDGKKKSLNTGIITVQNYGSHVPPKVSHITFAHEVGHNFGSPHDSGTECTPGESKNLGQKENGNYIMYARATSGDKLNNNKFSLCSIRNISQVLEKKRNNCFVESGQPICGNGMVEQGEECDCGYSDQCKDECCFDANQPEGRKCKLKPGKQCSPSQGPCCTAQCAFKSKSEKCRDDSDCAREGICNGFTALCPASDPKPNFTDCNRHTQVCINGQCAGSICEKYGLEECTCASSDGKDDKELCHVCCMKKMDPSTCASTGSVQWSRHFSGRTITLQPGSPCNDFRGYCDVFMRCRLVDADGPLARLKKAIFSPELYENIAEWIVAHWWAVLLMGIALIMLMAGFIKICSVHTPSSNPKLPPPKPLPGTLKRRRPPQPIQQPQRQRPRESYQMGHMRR
HGIII-sPLA2 inh: human group III sPLA2 inhibitors, primary screen, biochemical, QFRET, BODIPY PC-A2 liposome substrate. Group 3 secretory phospholipase A2 (Homo sapiens), Q9NZ20. actives 0.56% (n = 370,000). QFRET BODIPY PC-A2 liposome hydrolysis, fluorescence. inhibition, % at 12.2 µM. AID 743126, 2013;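 active = inhibition above mean plus 3 SD of compounds lying within the high and low control bounds, cut at about 19% in these data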;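 also: 0% = median of test compound wells and 100% = no enzyme DMSO wells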
ssDAF12 agonist: S. stercoralis DAF-12 nuclear receptor activators, primary screen, cell-based, luminescence, HEK293, GRIP1 co-expression, lit1-tk-luc. Nuclear hormone receptor DAF-12 (Strongyloides stercoralis). activation, % at 6.8 µM. AID 652126, 2013. actives 1% (n = 370,000). HEK293 ssDAF-12/GRIP1 lit1-tk-luc reporter; % of 3 µM dafachronic acid response;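 active = activation above the mean over all tested compounds plus 3 SD, cut at about 0.9% in these data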;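 also: 0% = DMSO-only wells and 100% = 3 µM delta7-dafachronic acid wells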
GAA850 FXN act: FXN promoter activators, primary screen, cell-based, luciferase luminescence, HEK293 lucGAA850. HEK293 lucGAA850 FXN promoter luciferase reporter, 24 h; percent of 10 µM SAHA response. activation, % at 6 µM. actives 0.56% (n = 360,000);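 active = activation above the average of all compounds screened plus 3 SD, cutoff fixed separately per campaign, cut at about 7.5% in these data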;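 also: 0% = DMSO wells and 100% = 10 µM SAHA wells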
hcDAF-12 act: H. contortus DAF-12 nuclear receptor activators, primary screen, cell-based, luminescence, HEK293, lit1-tk-luc reporter | activation, % at 6.8 µM | HEK293 hcDAF-12 lit1-tk-luc reporter; 0% DMSO, 100% Δ7-dafachronic acid | actives 1.4% (n = 370,000);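 active = activation above the mean of all tested compounds plus 3 SD, cut at about 5.5% in these data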;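 also: 100% = response to 3 µM Δ7-dafachronic acid high control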
hgDAF-12 ag: H. glycines DAF-12 receptor agonists, primary screen, cell-based, luminescence, HEK293, GAL4 fusion, UAS-luciferase | HEK293 GAL4-hgDAF12 UAS-luciferase reporter, agonist luminescence; normalized to butyrate control | activation, % at 6.8 µM | actives 1.8% (n = 370,000) | AID 687014, 2013;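 active = activation above a cutoff set at the mean of all screened compounds plus 3 SD, cut at about 10% in these data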;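 also: 0% = DMSO wells and 100% = sodium butyrate wells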
GC-A act: GC-A stimulated cGMP production enhancers – HEK293 GC-A cells, cGMP TR-FRET, EC30 ANP, primary screen; Atrial natriuretic peptide receptor 1 (Homo sapiens), P16066; 0% at EC30 ANP, 100% saturating ANP; activation, % at 10 µM; actives 0.14% (n = 370,000); in the data active = activation above about 40%
The depositor's hits bear a star; . = no result given.

Each structure is followed by: DAX1 inh-1	SMARCA2 act	GC-B act	DAX1 inh-2	ADAM10 inh	HGIII-sPLA2 inh	ssDAF12 agonist	GAA850 FXN act	hcDAF-12 act	hgDAF-12 ag	GC-A act
> C/C(N)=C(/C#N)C(=O)CSc1ccc2c(c1)OCCO2
 : 2.6	7	-2	2.8	4	-5	-0.6	2.0	2.5	9.7	2
> O=C(NCc1ccc2c(c1)OCO2)C1CCCN(S(=O)(=O)c2cccnc2)C1 (configuration not stated)
 : 0.9	-1	3	1.0	-12	3	-1.1	-0.9	1.1	0.5	4
> Cc1c(C(=O)OCC(=O)NCc2ccc3c(c2)OCO3)cccc1[N+](=O)[O-]
 : -0.5	1	4	-0.3	2	-3	-1.2	1.0	-2.2	2.6	-4
> CCCC(CC)Sc1nc2c([nH]1)c(=S)n(C)c(=O)n2C (configuration not stated)
 : -2.5	-2	5	-1.3	-126	1	-1.3	15*	-2.2	-6.0	3
> CC(C)CCNC(=O)CC1Nc2c3ccccc3nc(=S)n2C1=O (configuration not stated)
 : 3.0	-4	-1	0.1	-6	2	-1.0	-1.7	1.0	2.4	6
> C[C@@H]1CN([C@H](C)CO)C(=O)c2cc(Br)cnc2O[C@H]1CN(C)C(=O)Nc1ccc2c(c1)OCO2
 : 1.5	-3	1	0.7	-4	6	-0.9	-0.4	-0.7	0.1	2
> COc1ccc(C2C(Oc3ccccc3C)C(=O)N2Cc2ccc(F)cc2)cc1OC (configuration not stated)
 : 0.9	0	-17	-0.3	0	-12	-1.2	-3.9	-2.7	1.1	-14
> COC(=O)N(C)C[C@@H]1OCc2cn(nn2)CCCC(=O)N([C@H](C)CO)C[C@H]1C
 : .	-7	4	0.1	-11	10	-0.2	.	-1.1	-1.1	1
> NC(=O)c1ccc(=O)n(C2OC(CO)C(O)C2O)c1 (configuration not stated)
 : -0.7	-1	0	1.6	8	-3	-1.2	0.1	0.6	0.9	2
> Cc1cc(C)n(S(=O)(=O)c2ccccc2)n1
 : 1.4	1	4	0.3	-5	5	-1.6	1.1	-1.8	-2.1	0
> Cc1cccc(C)c1OCCCCCNCCO
 : -0.7	-2	5	-0.1	7	3	-1.6	1.4	-1.3	2.0	1
> COc1ccccc1C(CNC(=O)c1ccc(-c2ccccc2Cl)o1)N1CCCC1 (configuration not stated)
 : 2.8	1	-9	1.0	1	-2	-0.2	-2.4	-1.6	-0.8	-12
> O=C(NC(=S)Nc1ccccc1F)c1ccc(Br)o1
 : 0.8	5	-6	1.1	-3	7	0.3	2.7	5.2	10	-4
> Cc1cc2c(C)cc(=O)[nH]c2cc1NC(=O)CCl
 : 2.3	6	-6	-3.2	-104	14	0.4	6.0	1.0	-3.8	-2
> CN(Cc1cccc(Cl)c1Cl)C(=O)c1cc(S(=O)(=O)N2CCOCC2)ccc1F
 : -1.5	2	0	0.2	6	-15	-1.7	-3.4	-1.8	-5.7	3
> Cc1nc(-c2cccs2)ccc1C(=O)O
 : -0.5	-3	5	-0.6	-13	0	-1.3	0.2	1.4	-0.4	4
> CC(C)[C@H](NC(=O)c1ccccc1)C(=O)N1CCc2ccccc21
 : 1.7	1	-3	0.0	2	-2	-1.9	-0.2	-1.7	2.9	0
> Cc1cc(C)c2ccc(NN)nc2c1O
 : 0.2	5	-2	0.4	-6	6	-1.3	1.0	-1.1	0.8	1
> O=C1c2cccc3cccc(c23)C(=O)N1CC1CCN(CC(O)COCc2ccc3c(c2)OCO3)CC1 (configuration not stated)
 : 0.6	7	-13	0.4	-216	-14	0.5	2.1	-0.7	-0.2	0
> O=C(COC(=O)c1ccc(Cl)nc1)NNC(=O)c1ccc(Cl)cc1
 : -0.1	2	0	-0.2	-7	-5	-0.7	1.0	0.8	3.5	0
> CC(O)CN(Cc1ccc(Cl)cc1)CC(C)O (configuration not stated)
 : -0.6	-1	-1	-0.1	1	2	0.4	0.5	4.5	-0.1	1
> O=C1c2sccc2-c2cccc3cccc1c23
 : 1.1	0	-6	0.2	-144	-4	-1.4	6.2	-1.6	1.1	0
> CCc1nc(SCC(=O)Nc2cccc3ccccc23)[nH]c(=O)c1C
 : 2.3	-1	-4	-0.7	1	2	-0.9	1.2	-0.2	1.4	-2
> Cc1ccc(N2CCN(/N=C/c3cccs3)CC2)cc1
 : -0.6	1	6	0.5	10	7	-1.8	0.2	-0.1	0.7	5
> COc1ccc(-c2csc(C(O)c3ccc(F)cc3)n2)cn1 (configuration not stated)
 : .	8.1*	4	0.3	3	3	0.8	0.9	0.3	3.6	2
> CCOC(=O)C1(O)CSc2nc3sc(C(=O)O)c(C)c3c(=O)n21 (configuration not stated)
 : -0.5	1	7	-0.2	-22	-7	-0.6	0.6	-0.4	0.5	3
> O=C(Nc1nnc(-c2ccccc2SCc2ccccc2F)s1)Nc1ccccc1F
 : 0.7	8.3*	-3	-0.1	11	1	-0.6	1.6	1.1	2.4	1
> O=C(Nc1cccc(O)c1)c1ccc([N+](=O)[O-])cc1Cl
 : -0.7	3	2	1.1	-9	2	0.3	1.7	2.2	8.6	3
> COc1c(C(=O)N2CCCC2)ccc2ccccc12
 : 0.4	-3	4	0.0	15	11	-0.7	1.2	-1.1	0.5	0
> CCC/C=C/c1ccc(CN2C(C(C)C)C(=O)N(Cc3cn(CC4CCCCC4)nn3)CCS2(=O)=O)cc1 (configuration not stated)
 : 0.0	-5	-1	-0.7	-9	-6	-0.6	7.9*	-1.4	-4.4	-3
> CC(C)(Oc1ccc(Cl)cc1)C(=O)NCC(c1cccs1)N1CCOCC1 (configuration not stated)
 : 1.3	3	-5	-0.2	-8	-1	-1.0	-1.4	-1.6	-0.3	-18
> COc1ccc(CCNC(=O)COC(=O)/C=C/c2ccc3c(c2)OCO3)cc1OC
 : -0.5	-1	-2	-0.8	-106	-3	-1.6	1.5	-0.5	-1.9	2
> Nc1nc2n(n1)C(=O)CC(c1ccccc1)N2 (configuration not stated)
 : 0.0	-1	-1	3.7*	-7	6	-1.5	0.0	-0.6	-6.1	0
> Cc1ccccc1-c1nc(CSc2nc3c(c(=O)[nH]2)CCC3)c(C)o1
 : 0.5	0	13	0.1	-8	6	0.3	0.5	-1.1	0.2	-8
> COc1ccc(S(=O)(=O)N2CCCCC2)cc1NC(=O)CCCOc1ccccc1
 : -0.9	4	-2	-1.2	0	-2	-0.6	0.6	-0.5	-1.1	0
> O=c1oc2ccccc2c(NCCO)c1[N+](=O)[O-]
 : 1.5	-4	-1	-0.9	-1	3	-0.9	-1.3	0.4	-0.8	4
> O=C(CCCNS(=O)(=O)c1cccc2nsnc12)NC1CCCCC1
 : 1.8	0	2	0.2	1	6	-1.2	0.5	-1.4	-1.0	0
> Cc1cccc(C(=O)NNC(=O)c2ccc(NS(=O)(=O)c3cccs3)cc2)c1C
 : -0.1	-2	-1	-0.9	-12	2	-0.8	-0.1	-0.8	-1.0	3
> COc1ccc(-n2c(SCC3OCCO3)nc3c(sc(=S)n3-c3ccccc3)c2=O)cc1OC
 : -0.6	2	-2	-1.5	12	-11	-1.2	-0.2	-1.9	-1.4	-2
> CCOC(=O)Cc1nn(Cc2ccccc2)c(=O)c2ccccc12
 : -0.7	5	0	0.2	6	-3	-1.6	4.2	-2.0	-1.6	-1
> CC1(C(=O)Nc2ccc(F)cc2F)CCN1C(=O)Cc1ccc(Cl)cc1Cl (configuration not stated)
 : .	-1	-2	0.3	-2	-6	-1.5	1.3	-0.6	-0.3	4
> CSc1ccc(C=O)cc1
 : 0.5	0	-4	-0.3	-11	6	-1.2	0.8	-2.4	0.2	1
> Cn1c(N)c(C(=O)COC(=O)CSc2ccc3ccccc3c2)c(=O)n(C)c1=O
 : -0.2	3	1	-0.3	15	-9	-1.7	2.6	0.2	1.8	1
> CCOC(=O)C1(NC(=O)C2(NC(=O)CN3C(=O)c4ccccc4C3=O)CCCC2)CCCC1
 : 0.4	-3	-1	0.4	-7	8	-1.6	1.8	-0.3	1.5	0
> O=C(COc1ccccc1)NCC(=O)N/N=C/c1ccccc1
 : -0.4	-1	0	0.1	4	-6	-0.9	0.3	-1.1	-1.5	1
> O=C(O)c1ccccc1Nc1ccnc(C(F)(F)F)c1
 : -0.2	-1	-1	0.0	-3	-5	-1.1	-0.6	-1.7	1.6	1
> CC(O)C(NC=C1C(=O)OC(C)(C)OC1=O)C(=O)O (configuration not stated)
 : -0.4	0	2	0.4	-1	2	-0.7	1.1	-1.9	0.1	1
> CCCCCCCCCCOC(=O)Cn1c(COc2ccc(Cl)cc2)[n+](C)c2ccccc21
 : -1.4	-5	-6	-0.8	11	-112	-1.6	0.2	-2.6	-1.6	-15
> O=C(/C=C/N1CCN(Cc2ccccc2)CC1)C(F)(F)F
 : 3.0	1	3	0.9	4	8	-0.2	3.0	0.2	1.7	-6
> Cc1cc(=O)n2ccsc2n1
 : -0.2	1	3	0.6	2	7	-1.0	1.2	-3.2	3.5	2
> O=C(O)CN1CCCCC1
 : 3.3	-5	-2	-0.5	-5	10	-1.0	-0.4	0.1	-1.0	2
> N#CCc1ccc(Oc2ccc([N+](=O)[O-])cn2)cc1
 : 0.1	-6	-1	-0.5	0	0	-1.0	0.2	-0.6	0.1	3
> Cc1ccc(S(=O)(=O)N2CCCCC2)cc1C(=O)NCCC1=CCCCC1
 : -1.8	1	3	-1.9	-5	-3	-1.3	7.3	-1.8	-0.8	2
> CCOC(=O)c1cnn(-c2ccccc2)c1NC(=O)C(F)(F)C(F)(F)C(F)(F)F
 : -0.2	-1	1	-0.8	3	-3	-1.2	0.2	-0.7	-2.3	-2
> CCc1nc2c(OCc3ccc(C(=O)N(C)C)cc3)cccn2c1N(C)C(=O)c1ccc(C)cc1
 : .	0	1	-1.4	-22	6	-1.3	-1.5	-1.2	-4.3	0

Some of these compounds in order of their number in SMARCA2 act, largest number first.
structure	SMARCA2 act
Cc1cc(=O)n2ccsc2n1	1
COc1ccc(C2C(Oc3ccccc3C)C(=O)N2Cc2ccc(F)cc2)cc1OC (configuration not stated)	0
COc1ccc(CCNC(=O)COC(=O)/C=C/c2ccc3c(c2)OCO3)cc1OC	-1

Source: PubChem BioAssay
